# GASC-1 inh = inhibitors of GASC-1 histone demethylase, primary screen, biochemical, fluorescence, DELFIA europium; Lysine-specific demethylase 4C (Homo sapiens), Q9H3R0; GST-JMJD2C(1-420) H3K9me3 demethylation; inhibition, % at 2.35 µM; hit rate 0.069% among 330,000; AID 2099, 2009;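 active = more than half of a compound's replicate wells show inhibition beyond 50%, single wells judged on their own value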;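 also: signal counts dimethyl H3K9 product captured on neutravidin plate; 0% = median of DMSO wells and 100% = 0.3 times that DMSO median; strong numbers were not always called active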
# Efflux pump inh = inhibitors of Candida efflux pumps in yeast, primary screen, S. cerevisiae, Nile Red, multiplex | S. cerevisiae Candida pump triplex | inhibition, % at 10 µM | hit rate 0.44% among 330,000 | AID 485275, 2010;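 active = plate passing quality check with inhibition over a set limit, or well fluorescence over plate mean plus 4 SD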;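 also: Nile Red retained in pooled yeast measured as flow cytometry median fluorescence; 0% = buffer negative control and 100% = Enniatin B positive control; higher means more Nile Red kept so more efflux inhibition; some compounds called inactive have numbers as strong as hits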
# TPT1 inhibitor = Candida albicans TPT1 enzyme inhibitors, primary screen, biochemical, fluorescence polarization. tRNA 2'-phosphotransferase TPT1 (Candida albicans SC5314). recombinant caTPT1, FP RNA substrate dephosphorylation. inhibition, % at 5 µM. hit rate 0.81% among 300,000. AID 1962, 2009;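 active = inhibition above the mean of all tested compounds plus 3 SD, set per screening campaign, cut at about 24% in these data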;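 also: plate controls were DMSO alone for no effect and ferristatin control at 100 nM for full effect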
# PP5 inh = PP5 phosphatase inhibitors, primary screen, biochemical, fluorescence. inhibition, % at 6.7 µM. purified PP5c, OMFP substrate fluorescence. Serine/threonine-protein phosphatase 5 (Homo sapiens), P53041. hit rate 0.18% among 320,000;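 active = inhibition above the campaign's mean inhibition across all tested compounds plus 3 SD, cut at about 9.5% in these data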;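 also: 0% = DMSO only and 100% = 100 µM cantharidin control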
# PREPL inh = PREPL enzyme inhibitors, primary screen, biochemical, fluorescence polarization; Prolyl endopeptidase-like (Homo sapiens), Q4J6C6; recombinant PREPL, fluorescence polarization activity-based probe; inhibition, % at 5.96 µM; hit rate 0.68% among 320,000; in the data active = inhibition above about 43%;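 also: 0% = enzyme with DMSO and 100% = wells lacking enzyme; many of its hits are not listed in these tables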
# Target sequence (Q4J6C6 whole entry, looked up): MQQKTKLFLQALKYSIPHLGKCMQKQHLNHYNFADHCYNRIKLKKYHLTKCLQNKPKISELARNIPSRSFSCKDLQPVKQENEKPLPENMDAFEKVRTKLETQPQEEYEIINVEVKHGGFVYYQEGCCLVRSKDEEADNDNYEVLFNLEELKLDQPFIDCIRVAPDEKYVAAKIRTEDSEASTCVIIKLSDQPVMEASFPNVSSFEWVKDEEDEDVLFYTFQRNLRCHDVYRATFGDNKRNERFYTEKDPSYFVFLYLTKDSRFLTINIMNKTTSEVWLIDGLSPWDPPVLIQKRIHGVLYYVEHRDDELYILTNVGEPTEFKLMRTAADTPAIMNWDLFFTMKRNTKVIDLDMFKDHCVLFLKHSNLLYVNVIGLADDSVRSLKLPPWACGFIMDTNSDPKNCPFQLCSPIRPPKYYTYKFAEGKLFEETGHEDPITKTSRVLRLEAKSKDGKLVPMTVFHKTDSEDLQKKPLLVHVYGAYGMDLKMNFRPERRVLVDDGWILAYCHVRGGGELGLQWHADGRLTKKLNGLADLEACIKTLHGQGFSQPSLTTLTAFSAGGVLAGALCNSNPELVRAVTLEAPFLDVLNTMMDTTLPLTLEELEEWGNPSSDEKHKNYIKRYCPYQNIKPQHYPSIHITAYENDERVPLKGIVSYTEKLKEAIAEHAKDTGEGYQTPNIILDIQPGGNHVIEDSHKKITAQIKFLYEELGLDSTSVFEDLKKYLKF
# HCV core dimer = inhibitors of HCV core protein dimerization, primary screen, biochemical, TR-FRET, high-throughput. inhibition, % at 5 µM. hit rate 0.33% among 300,000. TR-FRET GST/Flag-core106 dimerization, 1536-well;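 active = inhibition above the mean of all tested compounds plus 3 SD, set per screening campaign, cut at about 45% in these data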
#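 Assay system: GST-tagged and Flag-tagged HCV core protein residues 1-106 / Times: compound-protein-antibody incubation 4 h at 22.5 °C / Signal: time-resolved FRET, ex 340 nm, em 617 and 671 nm / Evaluation: % inhibition based on acceptor/donor emission ratio / Benchmarks: wells lacking GST-core106 and wells with excess unlabelled core106 / Repeats: singlicate, one well per compound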
# LYPLA2 inh = LYPLA2 inhibitors, primary screen, counter-screen for PME1 inhibitor project, biochemical, fluorescence polarization, FP-Rh probe ABPP; Acyl-protein thioesterase 2 (Homo sapiens), O95372; inhibition, % at 5.9 µM; hit rate 0.38% among 320,000; recombinant LYPLA2; AID 2177, 2009;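 active = inhibition above the screen-wide mean plus 3 SD, limit set per campaign, cut at about 26% in these data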;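 also: 0% = LYPLA2 with DMSO and 100% = wells lacking LYPLA2 enzyme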
# CTSL1 counter = Fasciola hepatica cathepsin L1 inhibitors, primary screen, counter-screen for PFM18AAP inhibitor project, biochemical, QFRET, fluorogenic peptide substrate; recombinant F. hepatica cathepsin L1, Z-Leu-Arg-MCA fluorescence; inhibition, % at 5.96 µM; hit rate 0.49% among 300,000;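 active = inhibition above the mean of all tested compounds plus 3 SD, set per screening campaign, cut at about 17% in these data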;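 also: 0% = plate median of test compound wells and 100% = 1 µM Z-Phe-Ala-diazomethylketone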
# PP1 inh = PP1-alpha phosphatase inhibitors, primary screen, counter-screen for PP5 inhibitor project, biochemical, fluorescence, OMFP substrate, single point | purified PP1alpha | inhibition, % at 6.7 µM | hit rate 0.9% among 320,000 | AID 2235, 2010;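 active = inhibition above the mean inhibition of all tested compounds plus 3 SD, computed separately for each screening campaign, cut at about 15% in these data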
# Target sequence (P62136 whole entry, looked up): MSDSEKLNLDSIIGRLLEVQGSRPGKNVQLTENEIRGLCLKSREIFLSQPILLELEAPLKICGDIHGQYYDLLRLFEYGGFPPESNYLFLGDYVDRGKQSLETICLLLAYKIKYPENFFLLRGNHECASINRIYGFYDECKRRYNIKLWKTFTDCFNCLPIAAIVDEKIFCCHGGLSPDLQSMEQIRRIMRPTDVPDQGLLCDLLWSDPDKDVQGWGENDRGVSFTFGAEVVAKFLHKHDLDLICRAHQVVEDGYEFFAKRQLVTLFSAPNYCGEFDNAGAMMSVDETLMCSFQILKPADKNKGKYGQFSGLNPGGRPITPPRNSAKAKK
# An asterisk follows results filed as active; x = not tested or not shown.
canonical_smiles	GASC-1 inh	Efflux pump inh	TPT1 inhibitor	PP5 inh	PREPL inh	HCV core dimer	LYPLA2 inh	CTSL1 counter	PP1 inh
Cc1nn(C(C)C(=O)N2CCOCC2)c(C)c1[N+](=O)[O-] (stereo not given)	19	1.2	-2	0.6	19	-7	0	-3	2
COc1ccc(C2/C(=C(/O)c3ccc(OC(C)C)cc3)C(=O)C(=O)N2CCCN2CCOCC2)cc1 (stereo not given)	-1	-0.1	6	-0.3	0	14	-4	-1	2
Cc1c(NC(=O)CSc2nnc(N)s2)c(=O)n(-c2ccccc2)n1C	7	0.1	-1	-2.5	5	-8	5	2	-2
COc1ccc(C(=O)C2CCN(C(=O)c3ccco3)CC2)cc1	-10	-0.1	0	-1.1	2	-3	-3	-3	-1
O=C(Cn1cc(C(=O)c2ccco2)c2ccccc21)Nc1ccccc1	30	-0.2	-3	0.3	-3	2	11	5	3
CCOc1ccc(NC(=O)c2nnn(CC(=O)Nc3ccccc3OCC)c2N)cc1	10	0.3	-3	7.2	12	-5	-4	2	-2
CCN(CC)C(=O)C(=O)Nc1ccc(Oc2ccccc2)cc1	2	0.1	-3	2.2	2	7	-5	-3	0
COc1cc2[nH]c(=S)nc(NC3CCCCCC3)c2cc1OC	-5	0.3	0	2.7	19	7	-2	0	0
CCC(C(=O)OC)(C(=O)OC)c1ccc([N+](=O)[O-])cc1	3	0.4	0	-3.3	2	2	2	-5	-6
CCOC(=O)N1CCN(C(=O)C2CCN(S(=O)(=O)c3cc(OC)ccc3OC)CC2)CC1	-10	0.1	-1	2.2	16	5	-5	0	-1
O=C(Cn1cc([N+](=O)[O-])cn1)NCc1ccccc1Cl	-8	-0.1	-1	0.7	1	-3	0	-4	-4
CCOC(=O)c1c(NC(=O)C2C3CCC(O3)C2C(=O)O)sc2c1CCC(CC)C2 (stereo not given)	-3	0.1	5	14*	11	11	-6	3	8
CC(C)(C)c1ccc(OCC(=O)NNC(=O)Cc2cccs2)cc1	6	0.0	-4	-2.5	8	2	6	-10	1
CCCOc1ccc(C(F)(F)F)cc1NC(=O)c1cc(C)on1	9	0.0	x	2.5	7	x	1	x	4
[O-]/[N+](=C\c1ccncc1)c1ccc(Br)cc1	5	-0.4	-3	4.2	1	4	3	-3	0
CC(C)(C)c1ccc(C(=O)N/C(=C\c2cccs2)C(=O)N2CCOCC2)cc1	2	0.1	-4	3.5	1	-4	2	0	3
C=CCc1c(C)nc(-c2ccccc2)nc1Nc1ccc(O)cc1	-1	0.0	1	2.5	2	1	-7	4	-2
CC(=O)Nc1ccc(-c2cn3cccnc3n2)cc1	3	-0.2	2	0.0	2	-3	-2	8	1
CC1(O)C(=O)C=C2C=C(c3ccc(C#N)cc3)OC=C2C1=O (stereo not given)	6	-0.1	2	1.0	13	55*	3	-2	35*
O=C(Nc1nnc(SCc2c(Cl)cccc2Cl)s1)c1cccc([N+](=O)[O-])c1	2	0.1	-1	-1.8	4	18	4	1	-3
COc1cccc(OCC(=O)NNC(=O)Cc2cccs2)c1	5	-0.2	1	-1.7	2	2	-2	-14	3
CCOc1ccc(NC(=O)CC2C(=O)N(C)C(=S)N2Cc2ccc3c(c2)OCO3)cc1 (stereo not given)	1	0.0	-4	2.4	0	3	3	2	-1
C=C1c2ccc(C)cc2NC(=O)N1c1ccccc1	2	0.0	-4	0.8	6	8	-2	2	0
O=[N+]([O-])c1ccc(CS(=O)(=O)c2ncn[nH]2)cc1	-26	0.1	4	-1.7	8	-7	-10	-2	2
CCC(Cc1ccccc1)NC(=O)CCc1ccccc1 (stereo not given)	0	0.0	2	0.8	5	-6	3	-1	-2
FC(F)(F)c1ccc(C2NCCc3sccc32)cc1 (stereo not given)	3	-0.1	-6	1.2	-2	-6	5	4	1
Cc1ccc(CC(=O)N(C)CC(=O)Nc2ccc(N3CCOCC3)cc2)cc1C	1	-0.4	-3	0.8	13	1	7	-1	0
CCc1ccc(C2C(C#N)=C(N)N(N(C)C)C3=C2C(=O)CCC3)cc1 (stereo not given)	12	-0.1	-3	1.9	9	4	7	-2	2
CCCCn1c(N)c(N(CC(C)C)C(=O)CSCC(=O)Nc2ccc(OC)cc2)c(=O)[nH]c1=O	1	0.1	2	-0.1	-1	-3	3	4	0
O=C(NCCCN1CCCC1=O)c1ccc(Cl)c(S(=O)(=O)N2CCCCC2)c1	-4	0.1	x	1.3	9	x	-4	x	-2

# Continued (two carried over from the part before).
canonical_smiles	GASC-1 inh	Efflux pump inh	TPT1 inhibitor	PP5 inh	PREPL inh	HCV core dimer	LYPLA2 inh	CTSL1 counter	PP1 inh
CCCCn1c(N)c(N(CC(C)C)C(=O)CSCC(=O)Nc2ccc(OC)cc2)c(=O)[nH]c1=O	1	0.1	2	-0.1	-1	-3	3	4	0
O=C(NCCCN1CCCC1=O)c1ccc(Cl)c(S(=O)(=O)N2CCCCC2)c1	-4	0.1	x	1.3	9	x	-4	x	-2
CN(C)CCN(C(=O)c1cccc2ccccc12)c1nc2cc3c(cc2s1)OCO3	-4	0.1	-3	3.8	14	6	1	3	3
CCCC(=O)C1=C(O)C(C(=O)OC)C(C)(C)CC1=Nc1cccc2ccccc12 (stereo not given)	0	0.2	-2	4.2	4	8	-4	1	2
COc1ccc2c(=O)cc(-c3ccccc3)n(C)c2c1	x	0.0	0	0.4	1	5	8	-3	-3
C=CCSC1=C(C#N)C(c2ccccc2OC)CC(=O)N1 (stereo not given)	14	0.0	-2	0.8	-2	1	3	-1	1
CC1=C(C#N)C(C(F)(F)F)(C(F)(F)F)N=C(c2ccco2)N1	22	0.1	1	2.4	3	-1	-1	1	0
CCOC(=O)CCC(=O)Nc1ccc(S(=O)(=O)N2CCCC2)cc1	3	0.0	1	0.5	2	-7	5	-5	-4
O=C1Nc2ccccc2C(O)(C(=O)NCc2ccco2)N1c1ccccc1 (stereo not given)	4	-0.2	-2	-0.2	5	-7	4	-2	-2
NC(=O)C1(C(N)=O)OC1c1ccc(Cl)cc1Cl (stereo not given)	0	0.2	-2	-2.0	-2	2	-3	9	-4
CO/N=C(/CS(=O)c1ccc(Br)cc1)c1ccc(OC)cc1 (stereo not given)	2	-0.1	-2	1.1	-15	3	1	-4	-1
Cn1c2c(c3ccccc31)CCN1CCC[C@]21c1ccccc1	18	-0.1	3	1.7	18	2	-1	5	1
Cc1cc(OCCCn2ccnc2)ccc1C(C)C	3	0.2	-3	2.5	9	-5	2	-5	-2
O=C1CN(S(=O)(=O)c2ccc(Br)cc2)c2ccccc2N1	-6	-0.2	-3	-0.7	-1	6	5	2	-1
CCc1nc2ccccc2c(C(=O)NCc2ccccc2)c1C	-2	0.1	1	0.3	-10	2	-2	1	-3
CCOC(=O)CCCCNCc1ccccc1	10	-0.1	-2	1.0	-3	-3	-2	1	-2
O=C(CNC(=O)c1ccccc1C(=O)O)c1ccccc1	11	0.0	-1	1.4	3	-2	8	-1	4
COc1ccc(C(C)N2CC34C=CC(O3)C(C(=O)O)C4C2=O)cc1 (stereo not given)	8	0.0	0	1.4	1	1	-3	-1	-2
Cc1ccc(S(=O)(=O)N/N=C/c2cccc([N+](=O)[O-])c2)cc1	10	-0.4	-7	3.4	-5	-14	4	-2	2
CCCN(CCC)S(=O)(=O)c1ccc(C(=O)N2CCCc3ccccc32)cc1	110	0.1	-1	5.7	8	3	10	1	2
COc1ccccc1N1CCN(C(=O)C(=O)c2c[nH]c3ccccc23)CC1	-5	0.2	-1	1.5	10	2	3	6	0
CC(Oc1ccccc1)C(=O)Nc1ccccc1O (stereo not given)	5	0.2	3	4.3	1	-5	11	-2	2
CCOc1ccc(N2C=Nc3ccc(OCC)cc3C2)cc1	-18	0.3	2	1.1	8	0	-4	-2	0
Cc1sc2ncnc(NCC(O)c3ccccc3)c2c1C (stereo not given)	-5	0.2	-3	0.5	6	4	0	-2	0
N/C(=N\N=C\c1cccs1)SC1CC(=O)N(c2ccc(Br)cc2)C1=O (stereo not given)	0	0.1	-2	2.2	-11	20	-16	2	4
CN1C(=O)NC(c2ccc(Cl)cc2)C2=C1CC(C)(C)CC2=O (stereo not given)	-3	0.0	-2	0.1	10	-1	-1	2	-2
CC(=C/C(=O)O)/C=C/c1ccc(Cl)o1	11	-0.1	-7	-2.6	25	1	8	9	2
Cc1ccccc1OCC(=O)NCc1ccccc1	-1	-0.1	1	0.8	-9	4	-2	2	-2
COc1ccc(C(=O)C2CCCN(Cc3cccc4c3OCO4)C2)cc1OC (stereo not given)	18	0.1	2	5.5	-7	-2	-7	0	-2
O=C(c1cc(COc2ccc(F)cc2Cl)on1)N1CC2C[C@@H]3CC1C[C@H](C2)C3	6	0.1	0	2.0	17	2	3	1	-2
O=S(=O)(c1ccc(Cl)cc1)N1CCCc2ccccc21	10	0.1	0	2.1	-3	-3	9	-2	-2
CCOc1ccccc1NC(=O)Nc1cc(C(=O)O)ccc1C	-4	-0.1	1	-1.9	18	0	0	3	1
C=CCOC(=O)/C(=C/c1cccc2ccccc12)NC(=O)c1ccccc1	5	0.0	-5	2.1	1	-1	0	0	3
CCCn1c(CNc2ccccc2O)nc2ccccc21	-8	-0.1	2	1.5	28	-11	3	2	6
Cn1/c(=N\NC(=O)c2ccccc2Cl)sc2ccccc21	36	-0.1	-3	0.4	-4	-2	-4	-3	1
CC(CCc1ccccc1)NC(=O)CCC1CCCC1 (stereo not given)	-1	0.1	0	-1.2	-9	0	2	4	-4
Cc1ccc(NC2=Nc3ccccc3CC2)cc1	-9	-0.1	0	7.4	-1	-8	-4	1	-2
Cc1ccc(C)c(OCC(O)CN2CCC(Cc3ccccc3)CC2)c1 (stereo not given)	-14	0.0	-3	0.4	-13	-8	5	4	8
Cn1c(C(O)c2ccccc2F)nc(Cl)c1Cl (stereo not given)	7	0.0	-2	0.2	-1	-2	6	-4	-3
O=C1/C(=C/c2cccs2)CCC/C1=C\c1cccs1	14	0.0	11	0.8	9	39	2	-1	4
CCCCCCOc1ccc(N2C(=O)CC(NCc3ccc(S(N)(=O)=O)cc3)C2=O)cc1 (stereo not given)	11	-0.1	1	1.5	2	-2	7	3	0
COc1ccc(NC(=O)CN2C(=O)NC(C)(c3ccccc3)C2=O)cc1Cl (stereo not given)	-4	-0.3	-5	1.2	0	7	4	-15	-88
Cc1ccccc1NC(=O)NCCCCc1ccccc1	-15	-3.1	-3	0.7	-2	0	3	-2	-5

# High-throughput results from PubChem BioAssay.

# Only part of the results is shown (hit frequency here may not be typical).
